Compound activity deposited in PubChem by several laboratories.
TRPC4 PAM = allosterically enhances the mouse TRPC4 cation channel | Q9QUQ5 | HEK293 TRPC4beta/mu-opioid, DAMGO EC20, Fluo-4 Ca2+ flux; stronger effect = higher value | B-score at 10 µM | actives 0.42% (n = 310,000);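 active means B-score of calcium response area above 5 SD of library B-scores, with initial fluorescence ratio within 5 SD of library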;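 further: B-score of integrated fluorescence ratio over time as area under calcium response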
hERG protect = compounds protecting human hERG from proarrhythmic drug block | Q12809 | CHO-hERG, FluxOR thallium flux, dofetilide IC70 present | activation (rescue from dofetilide block), less the hit threshold, % at 10 µM | actives 0.51% (n = 310,000);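 active means activation above the mean of controls blocked by dofetilide plus 5 SD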;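 further: thallium influx through hERG after potassium depolarization seen as dye fluorescence rise; in these data hits start at about 4.7%; inactives centre near -7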
Target sequence (Q12809 whole entry, looked up): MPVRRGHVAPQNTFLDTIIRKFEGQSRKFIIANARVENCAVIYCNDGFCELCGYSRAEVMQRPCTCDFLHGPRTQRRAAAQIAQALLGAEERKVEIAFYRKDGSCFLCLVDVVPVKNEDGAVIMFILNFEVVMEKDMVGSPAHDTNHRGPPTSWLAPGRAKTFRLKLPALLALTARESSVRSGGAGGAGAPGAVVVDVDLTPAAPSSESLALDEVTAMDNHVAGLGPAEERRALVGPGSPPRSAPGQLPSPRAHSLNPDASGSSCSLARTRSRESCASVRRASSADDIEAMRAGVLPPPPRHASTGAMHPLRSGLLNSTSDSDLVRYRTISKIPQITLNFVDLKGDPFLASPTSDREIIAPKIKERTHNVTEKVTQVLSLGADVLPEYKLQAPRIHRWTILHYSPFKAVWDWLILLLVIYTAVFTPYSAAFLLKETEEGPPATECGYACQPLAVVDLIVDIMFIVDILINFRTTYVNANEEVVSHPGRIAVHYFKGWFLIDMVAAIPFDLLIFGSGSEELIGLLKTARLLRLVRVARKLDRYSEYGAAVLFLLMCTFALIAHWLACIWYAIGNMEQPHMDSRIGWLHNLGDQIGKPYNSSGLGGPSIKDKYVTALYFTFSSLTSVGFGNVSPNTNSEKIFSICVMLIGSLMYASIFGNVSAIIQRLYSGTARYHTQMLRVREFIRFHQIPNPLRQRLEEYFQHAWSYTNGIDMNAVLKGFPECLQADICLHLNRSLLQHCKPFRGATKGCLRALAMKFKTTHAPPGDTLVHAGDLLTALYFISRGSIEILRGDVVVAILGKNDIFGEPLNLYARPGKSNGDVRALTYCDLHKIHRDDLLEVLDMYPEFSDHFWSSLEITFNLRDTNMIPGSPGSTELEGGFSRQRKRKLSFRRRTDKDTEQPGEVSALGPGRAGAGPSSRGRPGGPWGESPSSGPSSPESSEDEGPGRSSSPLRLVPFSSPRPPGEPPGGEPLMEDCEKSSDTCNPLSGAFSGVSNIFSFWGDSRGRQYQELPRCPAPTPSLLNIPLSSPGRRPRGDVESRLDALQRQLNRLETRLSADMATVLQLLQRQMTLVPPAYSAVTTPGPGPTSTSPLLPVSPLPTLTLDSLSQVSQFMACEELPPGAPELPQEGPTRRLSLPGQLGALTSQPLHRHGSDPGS
TRPC4 inh = inhibitors of mouse TRPC4 channel | Q9QUQ5 | HEK293 TRPC4beta/mu-opioid, DAMGO-evoked Fluo4 calcium flux; stronger effect = lower value | AID 2247 | B-score at 10 µM | actives 0.39% (n = 300,000);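 active means B-score over 3 SD under the library average, no early fluorescence shift, positive overall ratio signal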
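Material: HEK293 cells with stable TRPC4beta plus mu-opioid receptor expression / Probe or stimulus: DAMGO in two steps, submaximal then maximal / Compound: single concentration per test compound / Technique: kinetic Fluo4 fluorescence imaging of calcium influx / Read-out: per-well B score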
KCNQ1 inh = blocks the human KCNQ1 potassium channel; P51787; CHO-K1 KCNQ1, FluxOR thallium flux fluorescence; stronger effect = higher value; B-score at 10 µM; actives 1.3% (n = 310,000);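 active means compounds whose thallium flux B-score, printed positive for inhibition, exceeds three library SD while starting fluorescence stays within three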;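 further: channel opened by potassium depolarization with thallium stimulus after 20 min compound exposure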
KCNQ1 act = potentiators or activators of human KCNQ1 potassium channel; P51787; CHO-K1 KCNQ1, thallium flux FluxOR fluorescence; stronger effect = higher value; B-score at 10 µM; actives 0.35% (n = 310,000); AID 2648;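 active means fluorescence ratio B-score, a plate-corrected score, at least three library SD, with initial intensity B-score within 5 SD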
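Test system: CHO-K1 cells stably expressing KCNQ1 / Medium: assay buffer / Also added: depolarizing K+/Tl+ stimulus, K2SO4 and Tl2SO4 each 12.5 mM in 5x stock / Incubation: 90 min dye loading and 20 min compound exposure, both at room temperature / Signal: thallium influx via FluxOR fluorescence, kinetic imaging / Evaluation: B score of baseline-normalized fluorescence ratio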
KCNK9 block = inhibitors of human KCNK9 two-pore domain potassium channel | Q9NPC2 | HEK293 KCNK9, FluxOR thallium flux fluorescence; stronger effect = lower value | B-score at 10 µM | actives 1.2% (n = 310,000);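 active means ratio B-score over 3 SD below the library mean, with starting fluorescence within 5 SD of its mean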;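 further: negative B-score means less thallium flux so channel inhibition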
KCNK3 block = human KCNK3 channel inhibition, primary screen; B-score at 10 µM; CHO-KCNK3 thallium flux, FluxOR fluorescence; stronger effect = lower value; actives 0.84% (n = 340,000); O14649;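 active means B-score under library mean minus 4 SD, starting fluorescence ratio at most library mean plus 5 SD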;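 further: more negative B-score means stronger inhibition of thallium flux through KCNK3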
Platelet DG rel = modulates dense granule release in human platelets. actives 0.22% (n = 300,000). inhibition, %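 (compounds screened at 7.5 µM in platelet-rich plasma)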. human platelet-rich plasma, SFLLRN dense granule ATP release, luminescence;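 active means mean replicate score, as percent of positive control, at or above 50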
PolyA inh = blocks polyadenylation in yeast reporter cells | S. cerevisiae SKY197-pL101 polyadenylation reporter, beta-gal luminescence; efflux-impaired pdr1/pdr3 knockout yeast; score 100 = 6 SD above DMSO | calls only at 12 µM | actives 0.02% (n = 300,000) | AID 1875;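 active means lowest replicate activity score at least 50, where 100 means six control SD above control mean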;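 further: yeast exposed to compound for 9 h at 30 °C; higher score means more reporter readthrough which indicates perturbed polyadenylation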
DYRK1A inh = Dyrk1A (rat) kinase inhibition | AID 504441 | ADP-Glo luminescence, NFATc1 peptide | actives 0.43% (n = 310,000) | inhibition, % at 12.5 µM; in the data active means inhibition above about 50%;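 further: plate controls were vehicle with enzyme for no effect and no enzyme for full effect; many of its hits are not listed in these tables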
TRPC4 act = TRPC4 (mouse) channel activation | actives 0.49% (n = 310,000) | Q9QUQ5 | HEK293 TRPC4beta/mu-opioid, Fluo4 calcium fluorescence; stronger effect = higher value | B-score at 10 µM;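 active means B-score above 5 SD of library B-scores, and initial fluorescence ratio not above library mean plus 5 SD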;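 further: positive B-score marks a calcium rise read as TRPC4 activation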
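System – HEK293 cells stably co-expressing mouse TRPC4beta and mu-opioid receptor · Signal – Fluo4 calcium-sensitive dye fluorescence, kinetic, 1 Hz baseline · Benchmarks – buffer (low) and maximal DAMGO (high) · Read-out – B score of integrated fluorescence ratio per well · Incubation – dye loading 45 min room temperature, 110 s kinetic read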
* = called active by the depositor; i = inactive; / = no result given. An excerpt. The share of hits here may be higher or lower than overall.

Structure	TRPC4 PAM	hERG protect	TRPC4 inh	KCNQ1 inh	KCNQ1 act	KCNK9 block	KCNK3 block	Platelet DG rel	PolyA inh	DYRK1A inh	TRPC4 act
CCCNC(=S)N1CCC(Cc2ccccc2)CC1	i	-8	i	i	i	i	i	10	i	0	i
CCc1ccc(-c2nc(CS(=O)CC(=O)NCc3ccco3)c(C)o2)cc1 (stereo not given)	i	-13	i	i	i	i	i	7	i	1	i
Cc1ccc(C2(c3noc(CN(C)CC4COCCO4)n3)CCCC2)cc1 (stereo not given)	i	-13	i	i	i	i	i	-7	i	-8	i
CC(c1ccon1)N(C)Cc1cn(C)nc1-c1cccc(Cl)c1 (stereo not given)	i	-10	i	i	i	i	i	1	i	29	i
O=C(Nc1cc(S(=O)(=O)N2CCCC2)ccc1Cl)C1=COCCO1	i	-9	i	i	i	i	i	-3	i	-3	i
COc1cccc2c(=O)n(CC(=O)N3CCc4ccccc43)ccc12	i	-11	i	i	i	i	i	3	i	0	i
Cc1ccc(C2SCC(=O)N2Cc2ccccc2)cc1 (stereo not given)	i	-9	i	i	i	i	i	0	i	2	i
CC(C)(C)C(=O)CC1(O)C(=O)N(Cc2ccccc2)c2ccccc21 (stereo not given)	i	-9	i	i	i	i	i	-3	i	-12	i
CCOC(=O)CNC(=O)CN1C(=O)CCS(=O)(=O)c2ccccc21	i	-5	i	i	i	i	i	6	i	6	i
CCCNC(=O)C/C(C)=N/NC(=O)COc1ccc(C)cc1Br	i	-8	i	i	i	i	i	-1	i	4	i
COc1cc(/C=C2/CC(C)OC2=O)c([N+](=O)[O-])cc1OC (stereo not given)	i	-5	i	i	i	i	i	-1	i	1	i
O=C(CN1C(=O)C2C3C=CC(C3)C2C1=O)Nc1ccc2c(c1)OCCO2 (stereo not given)	i	-4	i	i	i	i	i	3	i	7	i
CCOC(=O)c1ccc(OC)c(OC)c1Cl	i	-5	i	i	i	i	i	1	i	6	i
COc1ccc(N(CC(=O)NCCc2ccccc2)C(=O)c2csnn2)cc1	i	-5	i	i	i	i	i	1	i	-8	i
Cc1ccc2nc(-c3ccccn3)[nH]c2c1	i	-2	i	i	i	i	i	58*	i	/	i
COc1ccc(C)cc1NC(=O)C1CCN(S(=O)(=O)c2ccc3c(c2)NC(=O)CO3)CC1	i	-3	i	i	i	i	i	-1	i	1	i
COc1ccc(CCn2c(N3CCN(Cc4ccccc4)CC3)nc3c2c(=O)[nH]c(=O)n3C)cc1	i	-5	i	i	i	i	i	10	i	1	i
Cc1ccccc1NC(=S)NCc1ccccc1	i	-10	i	i	i	i	i	-12	i	-5	i
COC(=O)c1ccc(NC(=O)C23CC4CC(C2)CC(n2cncn2)(C4)C3)cc1	i	-10	i	i	i	i	i	-1	i	-3	i
O=C(c1ccc(N2C(=O)C3CC=C(Cl)CC3C2=O)cc1)N1CCCCC1 (stereo not given)	i	-1	i	i	i	i	i	-1	i	-5	i
Cc1ccc(S(=O)(=O)N2CCN(C(=O)c3cc4c(C)nn(-c5ccccc5)c4s3)CC2)cc1	i	-6	i	i	i	i	i	1	i	-3	i
Cc1nn(CC(=O)Nc2ccc(Cl)cn2)c(C)c1[N+](=O)[O-]	i	-10	i	i	i	i	i	-5	i	5	i
CCOc1ccccc1-c1nc(-c2ccncc2)no1	i	-11	i	i	i	i	i	9	i	9	i
Cc1cc(C)c2c(c1)/C(=N\N=c1\sc3ccccc3n1C)C(=O)N2	i	-14	i	i	i	i	i	0	i	-3	i
C/C(=N\Nc1nncc2ccccc12)c1ccc(O)cc1	i	-3	i	i	i	i	i	-17	i	4	i
CN1/C(=C\C=N\NC(=O)c2ccc(O)cc2)C(C)(C)c2ccccc21	i	-11	i	i	i	i	i	4	i	8	i
CCN(CC(=O)Nc1cc(Cl)ccc1C)C(=O)COc1cccc2c1OC(C)(C)C2	i	-6	i	i	i	i	i	7	i	1	i
Cc1ccc(NC(=S)N(CCN2CCOCC2)Cc2cc3cc4c(cc3[nH]c2=O)OCO4)cc1	i	-12	i	i	i	i	-11*	4	i	-1	i
O=C(O)c1cc(-c2ccc(/C=c3\sc4nc5ccc(Br)cc5n4c3=O)o2)ccc1Cl	i	-16	i	i	i	i	/	-1	i	/	i
CC(C)C(=O)N1CCN(c2ccccc2NC(=S)NC(=O)c2cccs2)CC1	i	-5	i	i	i	i	i	2	i	8	i

Gathered by group, the entries above with an NH in an aromatic ring
Structure	TRPC4 PAM	hERG protect	TRPC4 inh	KCNQ1 inh	KCNQ1 act	KCNK9 block	KCNK3 block	Platelet DG rel	PolyA inh	DYRK1A inh	TRPC4 act
Cc1ccc2nc(-c3ccccn3)[nH]c2c1	i	-2	i	i	i	i	i	58*	i	/	i
COc1ccc(CCn2c(N3CCN(Cc4ccccc4)CC3)nc3c2c(=O)[nH]c(=O)n3C)cc1	i	-5	i	i	i	i	i	10	i	1	i
Cc1ccc(NC(=S)N(CCN2CCOCC2)Cc2cc3cc4c(cc3[nH]c2=O)OCO4)cc1	i	-12	i	i	i	i	-11*	4	i	-1	i

(further entries)
Structure	TRPC4 PAM	hERG protect	TRPC4 inh	KCNQ1 inh	KCNQ1 act	KCNK9 block	KCNK3 block	Platelet DG rel	PolyA inh	DYRK1A inh	TRPC4 act
CS(=O)(=O)c1ccc(Cl)c(NC(=O)COC(=O)Cc2c[nH]c3ccccc23)c1	i	-14	i	i	i	i	i	8	i	9	i
O=C(Nc1ccc(Cl)cc1)N1CCSCC1	i	-7	i	i	i	i	i	13	i	0	i
CCCCOc1cccc(C(=O)Nc2ccc(S(=O)(=O)Nc3nnc(CC)s3)cc2)c1	i	-25	i	i	i	i	i	4	i	-2	i
CCN(CC)S(=O)(=O)c1ccc(Cl)c(C(=O)NCc2ccco2)c1	i	-16	i	i	i	i	i	0	i	-5	i
Cc1cc(/C=N/NC(=O)c2ccc(O)cc2)c(C)n1CC(C)C	i	-13	i	i	i	i	i	8	i	-3	i
Cc1ccc2nc(Cl)c(C3CC(c4ccco4)=NN3S(C)(=O)=O)cc2c1 (stereo not given)	i	-8	i	i	i	i	i	12	i	-7	i
Cc1ccc(N2C(=O)C3C(C2=O)C2C=CC3C23CC3)cc1 (stereo not given)	i	-11	i	i	i	i	i	-2	/	-10	i
CC(c1nnc(SCC(=O)Nc2sccc2C#N)n1-c1ccc(Cl)cc1)N(C)C (stereo not given)	i	-9	i	i	i	i	i	1	i	-6	i
Cc1cccc(C(=O)Nc2nnc(C3=COCCO3)o2)c1	i	-5	i	i	i	i	i	0	i	2	i
Cc1cc(N)n2ncc(-c3ccccc3)c2n1	i	-5	i	i	i	i	i	-1	i	26	i
COc1ccc(Cc2nnc(SCC(=O)Nc3c(C)cccc3C)[nH]c2=O)cc1	i	-5	i	i	i	i	i	4	i	-6	i
C[C@H](NC(=O)c1nc[nH]c1C(=O)N[C@@H](C)C(=O)OC(C)(C)C)C(=O)OCc1ccccc1	i	-11	i	i	i	i	i	1	i	7	i
Cc1c(C)n2c(SCC(=O)N3CCCCC3)nnc2[nH]c1=O	i	-12	i	i	i	i	i	3	/	-7	i
Cc1csc(SCC(=O)NCc2ccccc2Cl)n1	i	-23	i	i	i	i	i	-10	i	/	i
CC(C)NC(=S)N/N=C/c1ccc2c(c1)OCCO2	i	-1	i	i	i	i	i	-6	i	4	i
COc1cc(NC(=O)c2cccnc2)c(Cl)cc1NC(=O)c1ccc(Cl)cc1	i	-1	i	i	i	i	i	14	i	-9	i
CCN1CCN(C(=S)c2ccc(OCC(=O)NCc3ccccc3)cc2)CC1	i	-12	i	i	i	i	i	0	i	5	i
O=C1/C(=C\c2ccco2)SC(=S)N1Cc1ccccc1	i	-12	i	i	i	i	i	0	i	-1	i
O=C(NC(=S)N1CCN(CCO)CC1)C12CC3CC(CC(C3)C1)C2	i	-9	i	i	i	i	i	4	i	-2	i
O=c1c(-c2cccc(Cl)c2)c[nH]n1-c1ccccc1	i	-4	i	i	i	i	i	0	i	/	i
CCC(CC)c1nnc(NC(=O)CS(=O)(=O)c2ccc(C)cc2)s1	i	-5	i	i	i	i	i	-3	i	-11	i
COc1ccc(N2CCN(C(=O)c3cccc(NC4=NC5CS(=O)(=O)CC5S4)c3)CC2)cc1 (stereo not given)	i	-11	i	i	i	i	i	5	i	2	i
O=C(N/N=C/c1ccccn1)c1cc(-c2cccc3ccccc23)n[nH]1	i	-9	i	i	i	i	i	-1	i	23	i
CCN(CC)C(=O)c1cc2c(=O)n3cccc(C)c3nc2s1	i	-15	i	i	i	i	i	3	i	-1	i
Cc1nc2sc(C(c3ccccc3)N3CCOCC3)c(O)n2n1 (stereo not given)	i	-3	i	i	i	i	i	6	i	-5	i
O=C(NCc1ccccn1)c1ccc(CNS(=O)(=O)c2cccc(C(F)(F)F)c2)cc1	i	-10	i	i	i	i	i	11	i	-3	i
O=C(CSc1nnc2ccc(-c3ccccn3)nn12)Nc1ccccc1	i	-8	i	i	i	i	i	14	i	4	i
CCCOc1ccc(-c2c(=O)n(O)c3ccccc3[n+]2[O-])cc1	i	28*	i	i	i	-8.9*	i	17	i	-3	i
CCOC(=O)c1c(NC(=O)c2cccc(N3C(=O)CCC3=O)c2)sc(C)c1C	i	-9	i	i	i	i	i	2	i	0	i
CC[n+]1c(/C=C/Nc2ccccc2)oc2ccc(OC)cc21	i	-14	-7*	i	i	i	i	11	i	-6	i
O=C(NC1CCCCC1)C1CCCN1S(=O)(=O)c1ccc(F)cc1 (stereo not given)	i	-5	i	i	i	i	i	1	i	-2	i
CCOC(=O)N1CCC(NC(=O)c2cc(C(=O)Nc3ccc(S(=O)(=O)N4CCCCC4)cc3)ccc2CO)CC1	i	1	i	i	i	i	i	6	i	/	i
